# Assay outcomes from PubChem.
# Cdc25B inh – inhibitors of Cdc25B phosphatase catalytic domain, primary screen, biochemical, OMFP fluorescence; AID 368, 2006; M-phase inducer phosphatase 2 (Homo sapiens), P30305; hit rate 0.1% among 65,000; recombinant Cdc25B, OMFP fluorescence Ex485/Em525; inhibition, %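 (compounds tested at 10 µM final in the well)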; in the data active means inhibition above about 50%
# AP ELISA ortho – alternative complement pathway inhibitors, primary screen, biochemical, ELISA, human serum, orthogonally pooled compounds; LPS-coated ELISA, C3 deposition; tested in compound mixtures; inhibition, % at 5 µM; hit rate 0.08% among 62,000; AID 1235, 2008;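 active means inhibition above 30% in each of the two pooled mixtures holding the compound, so the lower value exceeds 30%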;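 further: 0% = serum in Mg-EGTA without compound and 100% = EDTA serum blank; some compounds past the cut are filed as inactive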
#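 Test system: human serum complement alternative pathway, C3 deposition onto LPS / Medium: Mg2+-EGTA GVB++ buffer containing human serum at 1:15 dilution / Probe or stimulus: Plate-bound LPS / Times: 1 h at 37 °C / Signal: ELISA with HRP anti-human C3 antibody, TMB substrate, absorbance 450 nm / Measure: percent inhibition / Repeats: two pool placements per compound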
# CatB mixtures – cathepsin B inhibitors from pooled compounds, primary screen, biochemical, compound mixtures, AMC fluorescence. hit rate 0.06% among 62,000. Purified cathepsin B, AMC dipeptide fluorescence. inhibition, %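 (ten-compound pools at 5 µM per compound and 50 µM total)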. P07858; in the data active means inhibition above about 22%, passing the limit was not always enough;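 further: 0% = enzyme without compound and 100% = no enzyme blank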
# MKP-1 inh – MKP-1 phosphatase inhibitors, primary screen, biochemical, in vitro | recombinant MKP-1, OMFP hydrolysis fluorescence | inhibition, %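 (compounds tested at a single concentration somewhere between 10 and 100 µM)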 | Dual specificity protein phosphatase 1 (Homo sapiens), P28562 | hit rate 0.15% among 65,000 | AID 374, 2006;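 active means inhibition above about 50%, limit read from the data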;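 further: 0% = DMSO max control wells and 100% = wells with enzyme stopped by NaOH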
# Target sequence (P28562 whole entry, looked up): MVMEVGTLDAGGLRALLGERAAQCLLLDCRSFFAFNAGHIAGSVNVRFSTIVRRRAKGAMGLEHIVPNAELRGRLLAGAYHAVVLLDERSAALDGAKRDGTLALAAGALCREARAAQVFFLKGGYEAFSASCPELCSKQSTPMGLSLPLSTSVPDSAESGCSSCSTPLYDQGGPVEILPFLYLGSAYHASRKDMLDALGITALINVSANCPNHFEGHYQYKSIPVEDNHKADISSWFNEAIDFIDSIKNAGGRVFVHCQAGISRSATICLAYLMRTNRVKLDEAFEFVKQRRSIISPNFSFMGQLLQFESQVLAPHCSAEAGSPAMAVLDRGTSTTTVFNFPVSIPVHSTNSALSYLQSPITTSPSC
# tolC growth inh – growth inhibitors of E. coli tolC mutant, primary screen, strain BW25113 ΔtolC::kan, 384-well; OD615; growth inhibition, % at 10 µM (by protocol); hit rate 2.2% among 65,000; AID 573, 2007;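 active means growth inhibition at or above a cutoff equal to the mean over every tested compound plus 3 SD, cut at about 60% in these data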;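 further: growth measured after 20 h incubation at 37 °C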
#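 Test system: E. coli BW25113 ΔtolC::kan bacteria | Medium: Kanamycin-containing LB broth (50 µg/mL) | Dosing: One dose of 10 µM final | Times: 20 h incubation with compound, 37 °C | Detection: Optical density read at 615 nm | Read-out basis: Percent growth inhibition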
# CatB inh – human cathepsin B inhibitors, primary screen, biochemical, fluorogenic substrate | P07858 | purified cathepsin B, fluorescence | inhibition, %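 (tested at 10 µM)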 | hit rate 0.1% among 63,000; in the data active means inhibition above about 21%;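 further: 0% = enzyme with no compound and 100% = no enzyme blank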
# Hsp90 block – tumor Hsp90 inhibitors, primary screen, cell lysate, fluorescence polarization, NCI-N417 lysate; Heat shock protein HSP 90-alpha (Homo sapiens), P07900; Cy3B-geldanamycin FP displacement; inhibition, % at 30 µM; hit rate 0.35% among 64,000;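 active means inhibition above 50%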;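 further: 0% = tracer plus lysate wells and 100% = tracer alone without lysate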
# E coli RNAP – E. coli RNAP inhibitors, biochemical; DNA-directed RNA polymerase subunit beta (Escherichia coli (strain K12)), P0A8V2; E. coli RNA polymerase, fluorescence transcription assay; inhibition, %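 (tested at 10 µM)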; hit rate 0.2% among 62,000; AID 559, 2006; in the data active means inhibition above about 20%;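 further: 0% = enzyme without compound and 100% = no enzyme blank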
# D1 mod – D1 CRE-luciferase signal change, two-sided – cell-based, HEK293 D1, dopamine EC30, D1 allosteric modulator project, primary screen; D(1A) dopamine receptor (Homo sapiens), P21728; dopamine EC30 potentiation; actives deviate in either direction; B-score at 10 µM; hit rate 5.9% among 58,000; AID 641, 2007;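 active means luminescence count or its row- and column-corrected plate score outside the 99.7% band of the plate's sample wells, on either side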
# Target sequence (P21728 whole entry, looked up): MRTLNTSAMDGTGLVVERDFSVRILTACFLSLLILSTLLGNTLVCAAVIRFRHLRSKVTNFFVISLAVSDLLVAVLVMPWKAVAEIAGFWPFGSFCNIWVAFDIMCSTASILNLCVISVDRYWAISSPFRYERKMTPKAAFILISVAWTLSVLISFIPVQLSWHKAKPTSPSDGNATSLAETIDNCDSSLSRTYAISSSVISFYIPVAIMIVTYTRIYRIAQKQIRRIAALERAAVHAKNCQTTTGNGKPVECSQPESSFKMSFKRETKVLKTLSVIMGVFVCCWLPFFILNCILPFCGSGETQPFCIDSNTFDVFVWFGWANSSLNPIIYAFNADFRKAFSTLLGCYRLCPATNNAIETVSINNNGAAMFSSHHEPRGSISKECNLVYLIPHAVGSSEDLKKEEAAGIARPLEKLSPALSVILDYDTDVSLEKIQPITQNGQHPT
# * hit, by the source's call; nt = no result given. No enrichment for hits. About 7.6% of those tested had a hit in this group.
SMILES,Cdc25B inh,AP ELISA ortho,CatB mixtures,MKP-1 inh,tolC growth inh,CatB inh,Hsp90 block,E coli RNAP,D1 mod
COC(=O)c1ccc(CSc2nc(N)cc(N)n2)cc1,-4,4,4,2,35,2,-3,-5,nt
CCS(=O)(=O)NCCCc1ccccc1,0,3,3,0,-4,3,-13,9,0.06
Cc1ccc(-c2nnc3sc(C4COc5ccccc5O4)nn23)cc1 (stereo not drawn),7,4,1,30,30,3,0,15,1
COc1ccc(NC(=O)C2=C(C)NC(=O)NC2c2cccc(OC)c2OC)c(OC)c1 (stereo not drawn),-23,-1,1,15,10,-2,nt,6,0.46
CCCCn1cnc2cc(NCc3ccncc3)ccc21,-12,12,3,16,1,2,-10,7,-1.2
Cc1cc(C)c2nc(C(F)(F)F)nc(NCCCN3CCCC3=O)c2c1,-17,7,9,20,-8,-1,2,8,0.25
Cc1nc2c3c(-c4ccccc4)c(-c4ccccc4)oc3ncn2n1,2,21,0,4,-14,1,0,-1,1.1
CCCCOC(=O)c1ccc(NC(C)=O)cc1,-4,-16,5,10,1,7,-1,5,1.1
CCOc1ccc(-c2n[nH]c(C)c2-c2ccccc2OC)c(O)c1,2,5,3,11,35,-3,6,4,nt
CC1Cc2ccccc2N1C(=O)CCn1c(=O)sc2ccccc21 (stereo not drawn),-13,14,3,-3,19,4,-1,9,0.28
O=C(NCCCN1CCN(c2ccccc2F)CC1)C1CCCN(S(=O)(=O)c2cnc[nH]2)C1 (stereo not drawn),-14,13,5,8,-17,0,-2,4,-0.47
Cc1coc2cc3oc(=O)c4c(c3cc12)CCC4,-10,0,-2,1,6,3,1,1,0.79
CC(C)(C)c1csc(NC(=O)c2cccs2)n1,-14,-18,-4,-8,45,-1,-1,8,-1.8
O=C1C2CC=CCC2C(=O)N1c1n[nH]c(Cc2ccccc2)n1 (stereo not drawn),-2,7,3,9,1,5,-2,13,-1
CCOC(=O)/C=C1\CC(=O)Nc2nonc2N1,0,11,4,9,13,-1,-4,6,0.59
CCOC(=O)c1[nH]c2ccc(OCC)cc2c1NC(=O)CN1CCCC(C)C1 (stereo not drawn),6,11,-2,25,11,0,-5,6,1.9
COc1ccc(Cc2nc(-c3ccc(NC(=O)c4cccnc4)cc3)no2)cc1,1,6,-8,-4,-6,2,-4,8,-0.57
Cn1nccc1C(=O)OCC(=O)Nc1nc(-c2ccccc2)cs1,-3,-9,0,11,26,-1,0,nt,-1.8
Cc1cc(NC(=O)CSc2nnc3c(C)cc4cc5c(cc4n23)OCO5)no1,-6,0,4,6,-7,0,-1,5,nt
CCCn1c(=O)c(C(=O)Nc2c(C)n(C)n(-c3ccccc3)c2=O)c(O)c2ccccc21,-15,-4,-1,-23,-3,nt,-2,3,-0.17
CC(C)CNS(=O)(=O)c1ccc(CCC(=O)N2CCN(Cc3ccc4c(c3)OCO4)CC2)cc1,-6,-12,-1,1,12,3,-1,8,-0.34
CCCCN(C)C(=O)Cn1cnc2sc(C)cc2c1=O,-31,13,-4,-3,-17,1,-1,-1,-0.64
Cc1ccc(-c2nc(C#N)c(N3CCCCC3)o2)cc1,-6,10,0,8,13,-2,-3,4,1.4
CCOc1ccc(-n2c(SCC(=O)Nc3ccc4c(c3)OCCO4)nc3c(c2=O)SCC3)cc1,nt,7,34,nt,10,-3,nt,3,-0.68
O=C(CSc1nnc(-c2ccc(Cl)s2)o1)N1CCc2ccccc21,-9,18,1,15,9,4,0,3,-0.78
O=C(NCC(=O)N(CCc1ccccc1)C(C(=O)NC1CCCC1)c1cccnc1)c1ccco1 (stereo not drawn),6,10,5,14,-1,3,-1,1,-0.44
CN(C)c1ccc(/C=C/c2ccncc2)cc1,0,-12,3,-16,2,-3,-12,-11,-0.16
O=C(CSc1ncn(-c2ccccc2)n1)Nc1nc2c(s1)CCCC2,1,10,2,19,61*,1,-24,0,1.2
CCN(CC)S(=O)(=O)c1cc(C)c(C)cc1Br,0,-3,-2,3,17,0,1,-12,nt
Cc1onc(-c2ccccc2)c1C(=O)N1CCN(C(=O)c2ccco2)CC1,-7,2,3,8,-11,3,1,16,0.085
COc1ccc(S(=O)(=O)N2CCC(C(=O)NCc3cccc(OC)c3)CC2)cc1,-11,18,8,1,-2,1,1,5,0.88
COc1ccc(Cl)cc1N(CC(=O)N1CCN(Cc2ccccc2)CC1)S(C)(=O)=O,-19,18,5,11,-6,7,nt,6,nt
CC(C)(CNC(=O)C1CCCC1)CNC(=O)C1CCCC1,-7,5,-1,25,-3,6,-1,4,-0.047
O=C(Cn1cnc2c(nnn2-c2ccc(F)cc2)c1=O)NCC1CCCO1 (stereo not drawn),0,nt,nt,1,8,nt,-1,nt,-0.26
Cc1csc(NC(=O)CSc2nnc(-c3ccoc3C)n2CCc2ccccc2)n1,-16,7,1,-3,24,-1,-3,8,-0.5
Cc1ccc(OCCC(=O)OCC(=O)C(C)(C)C)cc1,-18,3,-7,-14,4,2,0,9,0.022

# Six compounds out of the list, sorted by length of the SMILES, low to high:
SMILES,Cdc25B inh,AP ELISA ortho,CatB mixtures,MKP-1 inh,tolC growth inh,CatB inh,Hsp90 block,E coli RNAP,D1 mod
CN(C)c1ccc(/C=C/c2ccncc2)cc1,0,-12,3,-16,2,-3,-12,-11,-0.16
CCN(CC)S(=O)(=O)c1cc(C)c(C)cc1Br,0,-3,-2,3,17,0,1,-12,nt
CC(C)(CNC(=O)C1CCCC1)CNC(=O)C1CCCC1,-7,5,-1,25,-3,6,-1,4,-0.047
O=C(CSc1ncn(-c2ccccc2)n1)Nc1nc2c(s1)CCCC2,1,10,2,19,61*,1,-24,0,1.2
O=C(Cn1cnc2c(nnn2-c2ccc(F)cc2)c1=O)NCC1CCCO1 (stereo not drawn),0,nt,nt,1,8,nt,-1,nt,-0.26
Cc1csc(NC(=O)CSc2nnc(-c3ccoc3C)n2CCc2ccccc2)n1,-16,7,1,-3,24,-1,-3,8,-0.5

# Next section:
SMILES,Cdc25B inh,AP ELISA ortho,CatB mixtures,MKP-1 inh,tolC growth inh,CatB inh,Hsp90 block,E coli RNAP,D1 mod
COCCCn1c(=S)[nH]c2ncccc2c1=O,-2,-4,-1,12,-12,-2,1,5,nt
CCOC(=O)C1=C(C)NC(=O)NC1c1ccc(OCC(=O)N2CCCCC2)cc1 (stereo not drawn),3,20,4,8,1,8,-1,5,0.48
O=C(C1CCC(N2C(=O)C3CC=CCC3C2=O)CC1)N1CCCCC1 (stereo not drawn),-1,1,-9,-4,-8,0,-1,9,0.22
Cc1cccc2cc(COC(=O)C3CCCO3)c(=O)[nH]c12 (stereo not drawn),-1,10,-9,13,-10,2,-5,-3,0.67
COC(=O)c1cc2c(ccn2-c2ccc(F)cc2)n1CC(=O)N1CCN(C(=O)c2ccco2)CC1,-11,-6,4,37,12,-1,-2,3,0.23
CN(C)c1ccc(C2N(C(=O)N3CCOCC3)CCN2S(=O)(=O)c2ccccc2)cc1 (stereo not drawn),12,-3,-2,-8,-5,0,1,4,0.46
CC(OC(=O)C1CCCO1)C(=O)NC1CCCC1 (stereo not drawn),0,14,5,5,-16,-2,0,4,-0.11
Cc1ccc2c(C)c(C(=O)Nc3c(C)n(C)n(-c4ccccc4)c3=O)oc2c1,10,6,-5,14,-10,-2,4,-3,-2.2
CCC(=O)N1c2ccccc2-c2nnc(SC)nc2OC1c1ccc(OC)c(OC)c1 (stereo not drawn),-1,5,6,6,-7,12,-3,7,0.18
Cn1c(O)c(C=Nc2ccc(Cc3ccncc3)cc2)c(=O)n(C)c1=O,1,nt,nt,-26,9,1,-3,4,nt
c1ccc2sc(Cc3nnc4n3CCCCC4)nc2c1,3,21,3,7,-14,-5,-2,-4,nt
CCc1nnc2n1N=C(c1ccc(-c3cc(Cl)ccc3Cl)o1)CS2,6,28,-1,15,2,2,nt,-7,-0.2
CCOC(=O)N1CCN(C(=O)c2ccc(N(C)S(C)(=O)=O)cc2)CC1,-33,17,6,-11,-15,2,0,9,-0.027
C=COC(=O)CSc1nc(-c2cccs2)ccc1C#N,-18,nt,nt,-20,-9,1,-7,-6,0.043
CC(=O)OC1=C(C#N)Cn2ccc3cccc1c32,9,-12,4,-11,5,-1,-7,19,-0.26
CN(Cc1cccs1)CC(O)COCc1ccco1 (stereo not drawn),-22,5,-3,8,-17,-4,-1,2,0.2
Fc1cccc(Cl)c1CSc1ncn[nH]1,-10,8,3,10,1,3,nt,2,-0.23
CCOc1ccc(C(=O)NCc2ccccn2)cc1,-5,24,-5,-3,-6,1,-2,5,nt
CCCNS(=O)(=O)c1ccc(OCC(=O)NCc2ccc3c(c2)OCO3)cc1,-15,3,6,-1,6,-6,3,7,0.47
Cc1sc(NC(=O)CSc2nnc3scc(-c4ccccc4)n23)c(C#N)c1C,0,11,1,-12,-28,3,0,3,-0.58
Cc1cc(-n2c(C)cc(C(=O)CN3C(=O)NC4(CCCCCC4)C3=O)c2C)no1,5,11,5,21,-9,6,-6,nt,0.017
COc1ccc(-n2c(=O)[nH]cc(C(=O)N3CCCc4ccccc43)c2=O)cc1,4,10,4,10,6,7,-1,7,-0.093

# 2 entries from above, as labelled records:
> CCOc1ccc(C(=O)NCc2ccccn2)cc1
  Cdc25B inh: -5	AP ELISA ortho: 24	CatB mixtures: -5	MKP-1 inh: -3	tolC growth inh: -6	CatB inh: 1	Hsp90 block: -2	E coli RNAP: 5	D1 mod: nt
> Cc1sc(NC(=O)CSc2nnc3scc(-c4ccccc4)n23)c(C#N)c1C
  Cdc25B inh: 0	AP ELISA ortho: 11	CatB mixtures: 1	MKP-1 inh: -12	tolC growth inh: -28	CatB inh: 3	Hsp90 block: 0	E coli RNAP: 3	D1 mod: -0.58
